SKN-1 inh – inhibitors of C. elegans SKN-1 | C. elegans VP596 Pgst-4::GFP/RFP ratio, acrylamide-induced, 24 h | inhibition, % at 21.8 µM | AID 624304 | hit rate 0.49% among 360,000;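 active means interference check ratio from 0.5 to 1.5 plus GFP to RFP signal ratio inhibition reaching or exceeding a fixed threshold, cut at about 30% in these data, passing the limit was not always enough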; further: some compounds called inactive have numbers as strong as hits
eLon inh – E. coli protease La inhibition. purified E. coli Lon protease, fluorescence polarization. P0A9M0. inhibition, % at 7.94 µM. hit rate 0.42% among 360,000; in the data active means inhibition above about 13%, passing the limit was not always enough;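 further: 0% = enzyme with probe and DMSO and 100% = no enzyme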
CendR NRP1 mod – modulators of CendR peptide binding to human neuropilin-1; AID 602438; hit rate 0.85% among 360,000; FAM-RPARPAR peptide binding to NRP-1, fluorescence polarization; O14786; inhibition, % at 25 µM;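 active means inhibition or corrected inhibition above about 18%, plus a signal ratio from 0.5 to 1.5, limit read from the data, passing the limit was not always enough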; further: strong numbers were not always called active
MsrA inh – inhibits bovine methionine sulfoxide reductase A; hit rate 0.75% among 360,000; purified bovine MsrA, absorbance read-out; inhibition, % at 15.5 µM; AID 651718; in the data active means inhibition above about 4.5%;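 further: 0% = vehicle wells with enzyme and 100% = reference inhibitor wells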
bovine MsrA act – bovine methionine sulfoxide reductase A activation; purified bovine MsrA, absorbance read-out; hit rate 0.3% among 360,000; activation, % at 10.6 µM; in the data active means activation above about 7.5%;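 further: 0% = vehicle and 100% = reference activator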
Neddylation inh – inhibitors of human cullin neddylation; AID 651699; P61081+Q13564; calls only at 25 µM; TR-FRET cullin neddylation, biochemical; hit rate 0.58% among 360,000; in the data active means inhibition above about 36%
FAS-TE inh – inhibitors of human fatty acid synthase thioesterase domain. P49327. recombinant FAS-TE, OMFH fluorogenic substrate, fluorescence endpoint. inhibition, % at 15 µM. hit rate 0.67% among 360,000. AID 602261;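 active means compounds whose normalised, plate-corrected inhibition of enzyme fluorescence in the single-dose primary screen is 50% or more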;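 further: 0% = DMSO with enzyme and 100% = substrate without enzyme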
Target sequence (P49327 whole entry, looked up, the tested form may be a part): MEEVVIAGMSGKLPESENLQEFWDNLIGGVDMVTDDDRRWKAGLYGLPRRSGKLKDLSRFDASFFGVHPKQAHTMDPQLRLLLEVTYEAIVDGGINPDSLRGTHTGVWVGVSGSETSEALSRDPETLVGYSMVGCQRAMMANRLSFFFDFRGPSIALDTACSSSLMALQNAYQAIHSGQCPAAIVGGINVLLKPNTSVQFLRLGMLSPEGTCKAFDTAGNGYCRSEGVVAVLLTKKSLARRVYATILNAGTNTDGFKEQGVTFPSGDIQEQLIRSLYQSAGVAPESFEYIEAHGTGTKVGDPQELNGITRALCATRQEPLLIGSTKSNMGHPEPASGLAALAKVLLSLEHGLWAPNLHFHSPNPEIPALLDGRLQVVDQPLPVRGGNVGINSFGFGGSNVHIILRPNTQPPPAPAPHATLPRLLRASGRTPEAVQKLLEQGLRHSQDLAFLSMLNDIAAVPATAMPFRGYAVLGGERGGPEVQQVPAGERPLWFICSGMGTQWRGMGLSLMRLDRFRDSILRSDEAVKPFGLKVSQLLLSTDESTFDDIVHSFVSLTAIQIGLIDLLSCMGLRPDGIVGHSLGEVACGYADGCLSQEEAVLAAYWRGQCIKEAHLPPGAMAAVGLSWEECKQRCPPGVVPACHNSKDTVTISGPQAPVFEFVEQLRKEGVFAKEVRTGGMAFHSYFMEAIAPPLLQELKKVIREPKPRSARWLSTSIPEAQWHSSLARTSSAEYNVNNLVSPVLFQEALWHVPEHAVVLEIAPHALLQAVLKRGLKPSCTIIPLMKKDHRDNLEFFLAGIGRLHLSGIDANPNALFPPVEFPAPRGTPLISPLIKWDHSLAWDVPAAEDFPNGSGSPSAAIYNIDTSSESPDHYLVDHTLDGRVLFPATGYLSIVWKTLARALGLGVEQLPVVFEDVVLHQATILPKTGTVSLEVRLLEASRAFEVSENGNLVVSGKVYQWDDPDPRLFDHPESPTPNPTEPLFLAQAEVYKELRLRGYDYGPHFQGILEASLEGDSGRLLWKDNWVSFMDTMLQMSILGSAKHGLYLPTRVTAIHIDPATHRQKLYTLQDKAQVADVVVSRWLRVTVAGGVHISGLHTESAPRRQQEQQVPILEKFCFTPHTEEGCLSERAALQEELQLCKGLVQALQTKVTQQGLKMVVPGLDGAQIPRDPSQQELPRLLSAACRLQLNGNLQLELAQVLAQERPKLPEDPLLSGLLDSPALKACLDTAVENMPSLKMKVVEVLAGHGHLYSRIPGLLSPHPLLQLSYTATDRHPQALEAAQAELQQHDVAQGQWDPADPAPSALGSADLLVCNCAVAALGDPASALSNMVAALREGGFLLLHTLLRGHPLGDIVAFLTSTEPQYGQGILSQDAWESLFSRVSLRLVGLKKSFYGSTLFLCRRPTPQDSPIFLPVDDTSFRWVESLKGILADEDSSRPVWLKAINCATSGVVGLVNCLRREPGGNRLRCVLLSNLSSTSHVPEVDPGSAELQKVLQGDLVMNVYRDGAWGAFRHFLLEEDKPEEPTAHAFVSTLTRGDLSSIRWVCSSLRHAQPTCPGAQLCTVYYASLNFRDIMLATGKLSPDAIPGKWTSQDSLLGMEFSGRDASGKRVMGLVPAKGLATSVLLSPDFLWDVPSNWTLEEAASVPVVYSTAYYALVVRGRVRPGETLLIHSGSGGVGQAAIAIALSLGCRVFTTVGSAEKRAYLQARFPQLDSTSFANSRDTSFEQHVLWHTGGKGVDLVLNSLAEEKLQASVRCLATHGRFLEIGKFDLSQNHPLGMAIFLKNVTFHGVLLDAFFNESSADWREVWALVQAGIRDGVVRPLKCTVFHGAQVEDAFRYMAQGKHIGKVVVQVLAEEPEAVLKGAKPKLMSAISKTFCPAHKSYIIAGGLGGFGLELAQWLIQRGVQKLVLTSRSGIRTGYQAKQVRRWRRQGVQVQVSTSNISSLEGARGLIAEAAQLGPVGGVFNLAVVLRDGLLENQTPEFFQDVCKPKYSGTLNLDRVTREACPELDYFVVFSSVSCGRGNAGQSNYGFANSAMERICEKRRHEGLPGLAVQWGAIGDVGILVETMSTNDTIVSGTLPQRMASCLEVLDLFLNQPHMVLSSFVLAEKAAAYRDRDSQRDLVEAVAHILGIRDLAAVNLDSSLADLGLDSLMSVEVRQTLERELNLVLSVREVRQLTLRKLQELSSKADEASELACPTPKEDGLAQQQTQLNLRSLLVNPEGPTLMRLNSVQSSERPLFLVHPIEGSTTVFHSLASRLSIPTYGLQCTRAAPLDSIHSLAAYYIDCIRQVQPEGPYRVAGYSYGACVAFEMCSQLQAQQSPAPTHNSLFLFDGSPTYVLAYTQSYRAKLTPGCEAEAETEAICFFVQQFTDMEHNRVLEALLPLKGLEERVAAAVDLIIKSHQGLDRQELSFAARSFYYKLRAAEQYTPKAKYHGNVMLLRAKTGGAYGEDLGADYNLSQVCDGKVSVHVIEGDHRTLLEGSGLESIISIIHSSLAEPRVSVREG
MT1-MMP act inh – blocks activation of human MT1-MMP; hit rate 0.061% among 360,000; P50281; HT1080 RFP-PRO-GFP cells, GFP/RFP ratio fluorescence, overnight; percent of plate control window, DMSO zero; GFP/RFP ratio change, % at 20 µM;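 active means GFP/RFP ratio change of at least 30% with cell ATP level not reduced by more than half and red fluorescence within 50% of control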; further: strong numbers were not always called active
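Test system: HT1080 cells expressing an RFP-PRO-GFP fluorescent reporter construct / Compound dosing: single-point 20 µM compound, 1% DMSO / Schedule: cells overnight before dosing, compound overnight, 37 °C, 5% CO2 / Evaluation: GFP/RFP fluorescence ratio / Control set: DMSO and RFP-L50D-GFP cell wells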
Rin1-Abl PPI inh – inhibitors of human Rin1-Abl protein interaction; TR-FRET Rin1/Abl binding, biochemical; inhibition, % at 7.35 µM; hit rate 0.4% among 360,000; in the data active means inhibition above about 5%, passing the limit was not always enough
* hit, by the source's call.

Results for COC(=O)C1=C(C(=O)OC)SC(=C2C(=S)C(C)(C)N(C(=O)C3CC3)c3ccccc32)S1 ?
SKN-1 inh: 17; eLon inh: -5; CendR NRP1 mod: 1; MsrA inh: -0.9; bovine MsrA act: -3; Neddylation inh: inactive; FAS-TE inh: 35; MT1-MMP act inh: 29; Rin1-Abl PPI inh: 2

How did Cc1cccc2cc(-c3ccccc3)c(-c3ccccc3)c[n+]12 do in these assays?
SKN-1 inh: 4; eLon inh: 1; CendR NRP1 mod: -5; MsrA inh: 2.3; bovine MsrA act: -1; Neddylation inh: inactive; FAS-TE inh: -9; MT1-MMP act inh: 0; Rin1-Abl PPI inh: -1

Results for O=S(=O)(Nc1cccc(S(=O)(=O)N2CCCC2)c1)c1ccc(Cl)cc1 ?
SKN-1 inh: -7; eLon inh: 101*; CendR NRP1 mod: 0; MsrA inh: 0.4; bovine MsrA act: -2; Neddylation inh: inactive; FAS-TE inh: 1; MT1-MMP act inh: -1; Rin1-Abl PPI inh: 1

What do the screens show for `Cc1cc(C)cc(NC(=O)c2cc(C)n(Cc3cccs3)c2C)c1`?
SKN-1 inh: -14; eLon inh: -7; CendR NRP1 mod: -19; MsrA inh: 0.1; bovine MsrA act: -1; Neddylation inh: inactive; FAS-TE inh: -3; MT1-MMP act inh: 0; Rin1-Abl PPI inh: 0

How did COc1ccc(S(=O)(=O)N2CCC[C@H]2C(=O)N2CCC[C@H]2C(=O)NCc2ccccn2)cc1C do in these assays?
SKN-1 inh: -5; eLon inh: -2; CendR NRP1 mod: -7; MsrA inh: -0.7; bovine MsrA act: -2; Neddylation inh: inactive; FAS-TE inh: -9; MT1-MMP act inh: 1

What do the screens show for `CCOc1ccc2nc(SCC(=O)NC(=O)NCc3ccco3)[nH]c2c1`?
SKN-1 inh: 10; eLon inh: -6; CendR NRP1 mod: -2; MsrA inh: -1.0; bovine MsrA act: -3; Neddylation inh: inactive; FAS-TE inh: 1; MT1-MMP act inh: 1; Rin1-Abl PPI inh: 1

Results for Cc1ccccc1Nc1nc(N)nc(CSCC(=O)Nc2cccc(Br)c2)n1 ?
SKN-1 inh: 16; eLon inh: 10; CendR NRP1 mod: -10; MsrA inh: 0.8; bovine MsrA act: -2; Neddylation inh: inactive; FAS-TE inh: -3; MT1-MMP act inh: -1; Rin1-Abl PPI inh: 0

How did O=C(CN1CCCC1)NC(=O)NC1CCCC1 do in these assays?
SKN-1 inh: -13; eLon inh: -7; CendR NRP1 mod: 9; MsrA inh: 1.7; bovine MsrA act: -4; Neddylation inh: inactive; FAS-TE inh: -7; MT1-MMP act inh: -2; Rin1-Abl PPI inh: 4

Results for O=C(O)COc1ccc(/C=C/C(=O)c2ccc(C3CCCCC3)cc2)cc1 ?
SKN-1 inh: 20; eLon inh: -9; CendR NRP1 mod: -52; MsrA inh: 1.5; bovine MsrA act: -4; Neddylation inh: inactive; FAS-TE inh: 0; MT1-MMP act inh: -4; Rin1-Abl PPI inh: 0

How did Cc1ccccc1-n1nnnc1SCC(=O)NNC(=O)c1ccc(NC(=O)CC#N)cc1 do in these assays?
SKN-1 inh: 6; eLon inh: 4; CendR NRP1 mod: -16; MsrA inh: 0.9; bovine MsrA act: -4; Neddylation inh: inactive; FAS-TE inh: -4; MT1-MMP act inh: 4; Rin1-Abl PPI inh: 2

What do the screens show for `Cc1c(NC(=O)c2cc(-c3cccs3)on2)c(=O)n(-c2ccccc2)n1C`?
SKN-1 inh: 4; eLon inh: -8; CendR NRP1 mod: -8; bovine MsrA act: -7; Neddylation inh: inactive; FAS-TE inh: -3; MT1-MMP act inh: -3; Rin1-Abl PPI inh: -3

What do the screens show for `CCNc1nc(SC(C)C(=O)Nc2ccccc2)nc(N2CCOCC2)n1` (configuration not stated)?
SKN-1 inh: 10; eLon inh: -8; CendR NRP1 mod: 1; MsrA inh: 2.5; bovine MsrA act: -10; Neddylation inh: inactive; FAS-TE inh: -6; MT1-MMP act inh: -5; Rin1-Abl PPI inh: 3

Results for COc1ccc(NC(=O)CN(C)C(=O)c2cccc(S(=O)(=O)N3CCN(Cc4ccccc4)CC3)c2)cc1 ?
SKN-1 inh: -21; eLon inh: -3; CendR NRP1 mod: 9; bovine MsrA act: -5; Neddylation inh: inactive; FAS-TE inh: 3; MT1-MMP act inh: -7; Rin1-Abl PPI inh: 1

What do the screens show for `C[N+](C)(CCOc1ccccc1)Cc1ccccc1` (tested in a mixture with another compound)?
SKN-1 inh: 6; eLon inh: -4; CendR NRP1 mod: -12; MsrA inh: -0.4; bovine MsrA act: -2; Neddylation inh: inactive; FAS-TE inh: -3; MT1-MMP act inh: -1; Rin1-Abl PPI inh: 2

What do the screens show for `O=C(O)/C(=C\c1cccs1)Sc1nnc(-c2ccc(F)cc2)o1`?
SKN-1 inh: 8; eLon inh: 5; CendR NRP1 mod: -1; MsrA inh: 1.6; bovine MsrA act: -13; Neddylation inh: inactive; FAS-TE inh: -2; MT1-MMP act inh: -1; Rin1-Abl PPI inh: 2

Results for CC(=O)Nc1ccc(CN2CCN(C3CCCCC3)C(CCO)C2)cc1 (configuration not stated) ?
SKN-1 inh: -3; eLon inh: -8; CendR NRP1 mod: 12; MsrA inh: 3.1; bovine MsrA act: -6; Neddylation inh: inactive; FAS-TE inh: -5; MT1-MMP act inh: -2; Rin1-Abl PPI inh: 1

Results for CCOC(=O)C1=NNC2(CC(=O)N(c3cccc(C)c3)C2=O)C1 (configuration not stated) ?
SKN-1 inh: -11; eLon inh: 9; CendR NRP1 mod: 4; MsrA inh: -1.9; bovine MsrA act: -4; Neddylation inh: inactive; FAS-TE inh: -8; MT1-MMP act inh: -1; Rin1-Abl PPI inh: -1

What do the screens show for `O=C(NCCN1CCOCC1)/C(=C/c1ccc(F)cc1)NC(=O)c1ccccc1`?
SKN-1 inh: -12; eLon inh: 0; CendR NRP1 mod: 5; MsrA inh: -0.8; bovine MsrA act: -9; Neddylation inh: inactive; FAS-TE inh: -1; MT1-MMP act inh: 4; Rin1-Abl PPI inh: 2

What do the screens show for `O=C(OCc1c(-c2ccccc2)ncc2ccccc12)c1cccc(Br)c1`?
SKN-1 inh: -4; eLon inh: 3; CendR NRP1 mod: -25; MsrA inh: 0.6; bovine MsrA act: -2; Neddylation inh: inactive; FAS-TE inh: 12; MT1-MMP act inh: 2; Rin1-Abl PPI inh: -2

What do the screens show for `CC(=O)N1CCN(c2cc(-c3ccccc3)nc3cc(-c4cccc(Cl)c4)nn23)CC1`?
SKN-1 inh: 12; eLon inh: -4; CendR NRP1 mod: -7; MsrA inh: -1.0; bovine MsrA act: 0; FAS-TE inh: 20; MT1-MMP act inh: -3; Rin1-Abl PPI inh: -3

How did Cc1ccc2[nH]c3c(c2c1)CN(C(C)C)CC3 do in these assays?
SKN-1 inh: 1; eLon inh: -1; CendR NRP1 mod: 4; MsrA inh: 1.4; bovine MsrA act: -2; Neddylation inh: inactive; FAS-TE inh: -3; MT1-MMP act inh: -6; Rin1-Abl PPI inh: 1

What do the screens show for `CC(=O)c1c(C)[nH]c(C(=O)CSc2nnc(C)s2)c1C`?
SKN-1 inh: 2; eLon inh: 7; CendR NRP1 mod: -2; MsrA inh: 1.6; bovine MsrA act: -4; Neddylation inh: inactive; FAS-TE inh: -4; MT1-MMP act inh: 0; Rin1-Abl PPI inh: 3

Results for N=c1c(C(=O)NC2CCCCC2)cc2c(=O)n3ccccc3nc2n1CCc1ccccc1 ?
SKN-1 inh: 17; eLon inh: 3; CendR NRP1 mod: -2; MsrA inh: -0.1; bovine MsrA act: -4; FAS-TE inh: 8; MT1-MMP act inh: -1; Rin1-Abl PPI inh: 1

Results for CNCc1ccccc1OCc1ccc(F)cc1 ?
SKN-1 inh: 3; eLon inh: 1; CendR NRP1 mod: 16; MsrA inh: -1.4; bovine MsrA act: -5; Neddylation inh: inactive; FAS-TE inh: -10; MT1-MMP act inh: -2; Rin1-Abl PPI inh: 1

How did Cc1ccc(S(=O)(=O)N2CCOCC2)cc1C(=O)N1C(=O)c2cccc(N)c2C1=O do in these assays?
SKN-1 inh: -7; eLon inh: 0; CendR NRP1 mod: -24; MsrA inh: 0.0; bovine MsrA act: 1; FAS-TE inh: -6; MT1-MMP act inh: 1; Rin1-Abl PPI inh: 5

Results for Cc1cccc(CN2C[C@]34CC[C@@H](C[C@@H]3S2(=O)=O)O4)c1 ?
SKN-1 inh: 0; eLon inh: -2; CendR NRP1 mod: 1; MsrA inh: 0.6; bovine MsrA act: -5; Neddylation inh: inactive; FAS-TE inh: -10; MT1-MMP act inh: -2; Rin1-Abl PPI inh: 1

How did Cc1sc[n+](CC(=O)c2ccc(Br)cc2)c1C do in these assays?
SKN-1 inh: 9; eLon inh: 9; CendR NRP1 mod: 7; MsrA inh: -0.5; bovine MsrA act: -1; Neddylation inh: inactive; FAS-TE inh: -6; MT1-MMP act inh: 5; Rin1-Abl PPI inh: 1

What do the screens show for `CC(C)Oc1ccc(S(=O)(=O)N2CCOCC2)cc1NC(=O)C1CCCC1`?
SKN-1 inh: -3; eLon inh: -13; CendR NRP1 mod: 5; MsrA inh: 0.4; bovine MsrA act: -1; Neddylation inh: inactive; FAS-TE inh: -4; MT1-MMP act inh: -2; Rin1-Abl PPI inh: 0

What do the screens show for `N#C/C(=C\c1c(N2CCC(C(N)=O)CC2)nc2ccccn2c1=O)S(=O)(=O)c1ccc(Cl)cc1`?
SKN-1 inh: 9; eLon inh: -3; CendR NRP1 mod: 0; MsrA inh: -0.8; bovine MsrA act: -5; Neddylation inh: inactive; FAS-TE inh: 55*; MT1-MMP act inh: -1; Rin1-Abl PPI inh: -4

Results for S=c1[nH]nc(-c2ccccc2)n1C1C=CCCC1 (configuration not stated) ?
SKN-1 inh: 7; eLon inh: 0; CendR NRP1 mod: -2; MsrA inh: -0.6; bovine MsrA act: -6; Neddylation inh: inactive; FAS-TE inh: -8; MT1-MMP act inh: -2; Rin1-Abl PPI inh: -1

Results for Nc1ccccc1NC(=O)CCn1c(=S)[nH]c2ccccc2c1=O ?
SKN-1 inh: -22; eLon inh: 5; CendR NRP1 mod: -2; MsrA inh: -0.6; bovine MsrA act: -9; Neddylation inh: inactive; FAS-TE inh: -3; MT1-MMP act inh: -1; Rin1-Abl PPI inh: 1

What do the screens show for `O=S(=O)(N1CCCCC1)N1CCN(S(=O)(=O)N2CCCCC2)CC1`?
SKN-1 inh: 10; eLon inh: -8; CendR NRP1 mod: -1; MsrA inh: -0.4; bovine MsrA act: -4; Neddylation inh: inactive; FAS-TE inh: -4; MT1-MMP act inh: 0; Rin1-Abl PPI inh: 5

How did C#CC1(O)CCC2C3CCc4cc(O)cc(C)c4C3CCC21C (configuration not stated) do in these assays?
SKN-1 inh: 13; eLon inh: 2; CendR NRP1 mod: 13; MsrA inh: 0.1; bovine MsrA act: -1; Neddylation inh: inactive; FAS-TE inh: 7; MT1-MMP act inh: -6; Rin1-Abl PPI inh: 5

How did Cc1ccccc1OCCSc1nnc(-c2cccnc2)n1N do in these assays?
SKN-1 inh: -7; eLon inh: -1; CendR NRP1 mod: 0; MsrA inh: 0.0; bovine MsrA act: -11; Neddylation inh: inactive; FAS-TE inh: -4; MT1-MMP act inh: 3; Rin1-Abl PPI inh: -1

Results for Cc1ccc(S(=O)(=O)N/N=C\C=C\c2ccccc2)cc1 ?
SKN-1 inh: -8; eLon inh: 2; CendR NRP1 mod: 18; MsrA inh: 4.5; bovine MsrA act: -16; Neddylation inh: inactive; FAS-TE inh: -6; MT1-MMP act inh: 8; Rin1-Abl PPI inh: 0
